# Screens: PubChem BioAssay, National Center for Advancing Translational Sciences (NCATS)
# Giardia killer: Giardia lamblia killing; AID 540267; activity change, % at 7.66 µM, hits read low; actives 0.15% (n = 340,000); Giardia lamblia trophozoite viability; in the data active = activity change below about -80%; inconclusive = between about -30% and that limit;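 also: parasites exposed to compound for two days anaerobically before the ATP read; % is scaled to controls: 0 for no effect and ±100 for the full control effect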
#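 Luminescence from cellular ATP indicates surviving trophozoites (100 cells/well) following 48 hrs anaerobic compound treatment at 37 deg C; signal develops 15-30 min at room temperature.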
# BRCA1 expr act: activators of BRCA1 expression; MCF7-BRCA1-FFLuc reporter, luminescence, 48 h; response scale: scaled: vehicle 0%, 10 µM genistein 100%; Potency, µM (doses to about 46.1 µM), for inactives: top-dose activation, hits mostly activators; actives 1.1% (n = 380,000); active = well fitted activation curve with a large enough effect; inconclusive = small, poorly fitted or top-dose-only effect; inactive = no such curve, though single readings can be large or run the other way; also: potency is read from the fitted curve at half-maximal effect; nearly all actives have a fitted effect of over 80% in size; some results filed as inactive show a strong effect at the top dose
#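 Luminescence from a BRCA1-driven firefly luciferase in MCF7 cells was the read-out, taken 15 min after substrate addition following 48 h compound exposure at 37 °C. Data were normalized to a 10 microM genistein control and DMSO vehicle.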
# An asterisk follows results filed as active; ? = inconclusive; [ ] = another dose, or the depositor's remark.
Structure	Giardia killer	BRCA1 expr act
O=C1C2C3C=CC(O3)C2C(=O)N1N=Cc1cccc2ccccc12 (centres undefined)	9	55%
CCOC(=O)C1=C(C)N=c2s/c(=C\c3ccc(C(=O)O)cc3)c(=O)n2C1c1ccc(OC)cc1OC (centres undefined)	37[activator]	-36%
O=C(NCCCc1nc2ccccc2n1CCOc1ccccc1)C1CCCCC1	17	-5%
CN(C(=O)c1cccc(NC(=O)Cc2cccc(NC(=O)C3CCCN(C(=O)C4CC4)C3)c2)c1)C1CC1 (centres undefined)	-7	6%
CCCc1ccc(Oc2cc(N3CCOCC3)nc(-c3ccccc3)n2)cc1	-10	-33%
Cn1ncc(=S)[nH]c1=S	-4	-29%
CCCCNc1cccc2c1S(=O)(=O)N(CCCC)CC(COCc1ccccc1)O2 (centres undefined)	-17	-20%
COc1cc2c(c(NC(C)=O)c1)N(C(C)=O)CCC2	10	0%
CC(Cc1ccccc1)=NNc1ccc([N+](=O)[O-])cc1[N+](=O)[O-]	11	-12%
O=C(CC(=O)c1cccnc1)c1ccccc1	-8	-40%
CCN(C(=O)COC(=O)C(C)(C)Oc1ccc(Cl)cc1)c1c(N)n(Cc2ccccc2)c(=O)[nH]c1=O	-3	-16%
O=C1N[C@@H](Cc2cn(S(=O)(=O)c3ccccc3)c3ccccc23)C(=O)N[C@H]1Cc1ccccc1	-7	-8%
COc1ccc(Cl)cc1NC(=S)NC(=O)c1ccc2c(c1)OCO2	-1	-23%
Cc1ccc(S(=O)(=O)N2CCN(c3nc(-c4ccnnc4)nc4ccccc34)CC2)cc1	-3	0%
CSc1nc(N)nc2c1ncn2Cc1ccccc1	-26	-2%
CSCCC(NC(=O)/C(=C/c1ccco1)NC(=O)c1ccco1)C(=O)O (centres undefined)	43[activator]	21%
CC(=O)CC[N+](C)(C)C	7	-10%
Clc1cc(Cl)cc(C2=NC(Cc3ccccc3)CO2)c1 (centres undefined)	17	17%
Cc1cccc(C2c3c(n(C)c(=O)n(C)c3=O)N=C3c4ccccc4C(=O)C32)c1 (centres undefined)	30	7%
CC(O)(c1cccs1)C(C(=O)O)c1ccccc1 (centres undefined)	1	30%
C#CCNC(=O)C1=C[C@@H](C)[C@H](CCCO)[C@@H](OCC)O1	12	5%
COc1ccc(OC(=O)N2C/C(=C/c3ccccc3)C(=O)/C(=C\c3ccccc3)C2)cc1	?	-59%
COC(=O)CCC1(C(N)=O)CCC(=O)c2ccccc21 (centres undefined)	-10	-8%
CCOc1cc(C(c2c(O)nc(SC)[nH]c2=O)c2c(O)nc(SC)[nH]c2=O)ccc1O	-8	0%
COc1cccc(C=NNC(=S)NN=Cc2cccc(OC)c2OC)c1OC	11	-38%
C=CCOc1c(Cl)cc(Cl)cc1S(=O)(=O)NCCO	-5	13%
Cc1ccc(S(=O)(=O)N2CCN(c3ccnc(-c4cccs4)n3)CC2)cc1	-21	-1%
CC(C)NC(=O)c1onc(CSc2ccncc2)c1C(=O)NC(C)C	26	-14%
O=S(=O)(c1ccc(Cl)cc1)N1CCN(c2nc(-c3cccc(Br)c3)nc3ccccc23)CC1	3	13%
c1ccc(/N=C2\N=C(Nc3ccccn3)c3ccccc32)nc1	-8	-74%
CC12CCC3C(CCC4CC(O)CCC43C)C1CC(O)C2 (centres undefined)	6	-13%
O=C(NCCCc1nc2ccccc2n1CCCOc1ccccc1)C1CCCCC1	17	-8%
COc1ccc(CCN2C(=O)C=CC2=O)cc1OC	9	-83%
Cn1c(=O)c2[nH]c(CCNC(=O)c3ccccc3)nc2n(C)c1=O	2	-28%
CCN1C(=O)[C@@H]2[C@@H](c3ccc(-c4cc(C(C)=O)cs4)cc3)N3CCC[C@@]3(C(=O)OC)[C@@H]2C1=O	14	-11%
CCc1nnc(SCc2cccc(F)c2)nc1CC	7	4%
Cc1ccc(OCC(=O)Nc2ccc3c(c2)ncn3C)cc1	14	0%
Cc1ccc(C)c(OCc2cc(C(=O)NC(c3ccccn3)C(F)(F)F)no2)c1 (centres undefined)	19	-38%
COc1ccc(-c2oc3ccc(N4CCOCC4)cc3c2C#Cc2ccc(N)cc2)cc1	-6	-66%
COc1cc(/C=N/NC(=O)c2cc(-c3ccccc3C)nc3ccccc23)cc(OC)c1O	2	-24%
COc1ccccc1CNC(=O)Cn1nc(C)c([N+](=O)[O-])c1C	15	-2%
COC(=O)c1ccc(Cl)c(NC(=O)CN(c2ccc(OC)cc2)S(=O)(=O)c2ccccc2)c1	1	-40%
CC12C=CC(=O)C=C1CCC1C2C(=O)C[C@@]2(C)C1CCC2(O)C(=O)CO (some centres undefined)	-5	17%
c1ccc(-c2cnc(-c3ccccc3)nn2)cc1	-16	14%
CC(NC(C(=O)c1ccccc1)c1ccccc1)c1ccccc1 (centres undefined)	7	-9%
Nc1cc2c(cc1Br)-c1ccccc1C2=NO	28	?
CCCn1c(=NC(=O)c2ccncc2)c(C#N)cc2c(=O)n3cccc(C)c3nc21	4	-16%
O=c1[nH]c(=S)[nH]cc1Oc1ccccc1	3	-20%
O=C1c2ccccc2C(=O)N1Cc1cc(-c2ccc(Cl)cc2)no1	-1	16%
Cc1ccccc1S(=O)(=O)N1C[C@H]2CON(C)[C@H]2C[C@H]1c1cccc(-c2ccccc2)c1	9	-25%
Cc1sc(NCc2ccccc2)nc1-c1ccccc1	-12	0%
CCN(CC)CCNC(=O)c1ccc(NC(=O)c2ccc(S(=O)(=O)N(C)c3ccccc3OC)cc2)cc1	-8	-16%
COC(=O)c1ccccc1Oc1cc(C(F)(F)F)nc(-c2ccccn2)n1	-14	0%
O=C(Nc1ccc2c(c1)Cc1cc([N+](=O)[O-])ccc1-2)C(F)(F)F	-5	4µM*
CCOC(=O)C1=C(C)N=c2s/c(=C/c3ccc(OCC(=O)O)c(OC)c3)c(=O)n2C1c1ccc(Cl)cc1 (centres undefined)	11	-3%
O=C1NCN(C2CCCCC2)CN1	5	-14%
COc1cccc(-c2nc(-c3ccc(C(=O)O)cc3)no2)c1	6	7%
O=C(NCCCCc1ccccc1)c1ccccc1Br	20	56%
O=C1CCC([N+](=O)[O-])C(C2CC=CCC2)N1 (centres undefined)	-3	25%
S=C(NCCc1ccccc1)N1CCCC1	3	85%

# Whole records, looked up by structure.
# `Cc1sc(NCc2ccccc2)nc1-c1ccccc1` reads Giardia killer = -12; BRCA1 expr act = 0%
# `O=C(Nc1ccc2c(c1)Cc1cc([N+](=O)[O-])ccc1-2)C(F)(F)F` reads Giardia killer = -5; BRCA1 expr act = 4µM*

# Further results.
Structure	Giardia killer	BRCA1 expr act
Cc1ccc(S(=O)(=O)N2CCN(c3nc(-c4cccs4)cc4ccccc34)CC2)cc1	-18	0%
COc1ccc(C=C2SC(=S)NC2=O)c(OC)c1OC	-2	-82%
Cc1ccnc(N2CCN(c3cc(C)c(C#N)c4nc5ccccc5n34)CC2)c1	-10	0%
O=S(=O)(Nc1c(O)ccc2ccccc12)c1ccccc1	-15	-47%
NC1=NC(=O)C(c2ccccc2)(c2ccccc2)S1	5	-12%
Cc1csc(NC(CO)c2nc3ccccc3n2CCOCCO)n1 (centres undefined)	18	2%
Cc1nn(C2CC(O)C(O)C(CO)O2)c(=O)[nH]c1=O (centres undefined)	44[activator]	-7%
COc1ccccc1N1CCN(C(=O)c2cccc(S(=O)(=O)N3c4ccccc4CC3C)c2)CC1 (centres undefined)	13	-103%[inhibitor]
O=C1CC2(CCCC2)Oc2ccc(Cl)cc21	-2	0%
CCN(c1ccccc1)c1nc(N)nc(C#N)n1	-4	-17%
COc1ccc(-c2nn(-c3ccccc3)cc2CNC[C@H]2O[C@@H](n3cnc(C(N)=O)n3)[C@H](O)[C@@H]2O)cc1	0	43%
CN1CCN(C(c2ccc(F)cc2)c2ccc3cccnc3c2O)CC1 (centres undefined)	15	1%
CCOC(=O)Cc1csc(NC(=O)CSc2nnc(-c3ccncc3)n2Cc2ccco2)n1	10	-26%
O=C(OC(c1ccccc1)c1nccc2ccccc12)c1ccccc1 (centres undefined)	-18	52%
COc1ccc(NC(=O)c2ccc(COc3ccccc3Br)o2)c(OC)c1	19	-8%
O=C(NCCc1ccccc1)c1cccc(NC(=O)C2CCC2)c1	15	?
CCC(=O)N1CCN(c2cc3c(cc2F)c(=O)c(C(=O)O)cn3CC)CC1	1	36%
Cc1sc2nc(SCC(=O)Nc3ccc(Cl)c(C(=O)O)c3)[nH]c(=O)c2c1C	1	?
COC(=O)c1ccc(CNC(=O)c2sccc2-c2ccccc2)cc1	12	-34%
O=C1C=C(N2CCCCC2)c2ccccc2C1=O	-11	-114%
C#CCNC(=O)C1=C[C@@H](c2ccc(C(F)(F)F)cc2)C[C@@H](OCc2ccc(CO)cc2)O1	-10	-4%
CC(NC(=O)c1cccs1)c1ccc(Cl)cc1 (centres undefined)	6	-3%
CCOC(=O)c1ccc(CNc2ncnc3nc[nH]c23)cc1	17	-1%
CCOc1ccc(NC(=O)COc2ccc(N3CC(C(N)=O)CC3=O)cc2)cc1 (centres undefined)	4	-48%
COc1ccc(CCN(C)C(=O)c2ccc(S(=O)(=O)Nc3ccccc3F)cc2)cc1OC	6	-3%
NC(=O)C1=C(N)c2ccccc2C1c1ccccc1 (centres undefined)	-7	-43%
CN(C(=O)c1cccc(NC(=O)Cc2cccc(NC(=O)C3CCN(C(=O)C4CCC4)CC3)c2)c1)C1CC1	16	2%
CC1CCC(=NO)C(=NO)C1 (centres undefined)	9	-26%
C[C@]12CC[C@H](O)CC1=C[C@H](O)C1C2CC[C@@]2(C)C1CC[C@@]2(O)C#Cc1ccc(CN)cc1 (some centres undefined)	0	-1%
OCC(O)C(O)CC1SCCS1 (centres undefined)	-8	0%
O=C(NCCSc1ccccc1)c1ccccc1F	-4	?
O=C(NNc1ccccc1F)c1sccc1Cl	-19	31%
CCOc1ccccc1NC1=C(OC)C(=O)C(Nc2ccccc2OCC)=C(OC)C1=O	1	12%
Cc1ncc(NS(=O)(=O)c2ccc(N)cc2)nc1C	20	-7%
CCCNC(=O)C1CC(c2ccccc2[N+](=O)[O-])=NO1 (centres undefined)	16	0%
CCN(c1ccccc1)S(=O)(=O)c1ccc(Oc2ccccc2)c(N)c1	29	-41%
Brc1ccc(OCCOCCOc2cccc3cccnc23)cc1	8	-35%
Nc1ccc(C#Cc2c(-c3ccsc3)oc3ccc(N4CCOCC4)cc23)cc1	-17	67%
CCCCN1CC[C@H]2C=CC[C@@H](C(=O)NCc3ccc(OC)cc3)[C@H]2C1=O	-6	-4%
Cc1ccc(C(=O)N2[C@@H]3CN(C)C(=O)[C@@]2(Cc2ccccc2)[C@H]2C(=O)N(Cc4ccccc4)C(=O)[C@@H]32)cc1	?	-27%

# Grouped by structure: the compounds so far with a cyano group.
Structure	Giardia killer	BRCA1 expr act
CCCn1c(=NC(=O)c2ccncc2)c(C#N)cc2c(=O)n3cccc(C)c3nc21	4	-16%
Cc1ccnc(N2CCN(c3cc(C)c(C#N)c4nc5ccccc5n34)CC2)c1	-10	0%
CCN(c1ccccc1)c1nc(N)nc(C#N)n1	-4	-17%

# (further entries)
Structure	Giardia killer	BRCA1 expr act
CCOC(=O)c1sc(=S)[nH]c1C	7	4%
CN(C)CC1(C)Cc2ccsc2C1O (centres undefined)	-11	-6%
C=C1CCN([C@@H](CC(C)C)C(=O)N2CCCC2)S(=O)(=O)c2ccccc21	-20	-67%
C=CCN1C(c2ccc(Br)cc2)=CS/C1=C(\C#N)c1nnc(N2CCOCC2)n1-c1ccccc1	9	-49%
CC(COc1ccccc1)OC(=O)Nc1ccccc1 (centres undefined)	2	-1%
O=C(Nc1ccc(C(=O)N2CCOCC2)cc1)C1CCC1	1	7%
COc1ccc(NC(=S)NCCN2CCOCC2)c(OC)c1	-12	-12%
O=C1N[C@@H](Cc2ccccc2)C(=O)N2[C@@H]1C[C@]1(Br)c3ccccc3N(S(=O)(=O)c3ccccc3)[C@H]21	15	5%
COc1c2c(cc3oc(=O)c4c5ccc(O)cc5oc4c13)OC(C)(C)CC2	-26	?
CC(C)N(C)C1=CC(=O)C(N(C)C(C)C)=CC1=O	4	82%
Cc1ccc(C(C)NC(=O)c2cccs2)cc1 (centres undefined)	-16	-14%
O=S(=O)(c1ccccc1)N(c1ccccc1)S(=O)(=O)c1ccccc1	-25	-33%
O=C(Nc1ccc(Cl)cc1)OCCN1CCOCC1	5	73%
O=c1c2ccccc2sc2ccccc12	-23	?
CC[C@@H]1CN(C)[C@H]2Cc3c([nH]c4ccccc34)C(=O)C[C@@H]1[C@@H]2C(=O)OC	4	-5%
N#Cc1c(F)cccc1NCCCn1ccnc1	-15	-21%
Nc1c2c(nc3ccccc13)CSCC2	5	0%
C=C[C@]12CC[C@H](OC(C)=O)CC1=CCC1C2CC[C@@]2(C)C1CCC21OCCO1 (some centres undefined)	20	-40%

# Some of the compounds tested (hit frequency here may not be typical).
